AMA1 RON2 block – qHTS for Inhibitors of AMA1-RON; Towards Development of Antimalarial Drug Lead: Primary Screen; Plasmodium falciparum AMA1 (3D7) - RON2 peptide interaction; AlphaScreen AMA1-biotinylated RON2 peptide binding; Potency, µM (highest dose often 58.2 µM), for the others: at the top dose activity change, negative = inhibition, actives largely listed as inhibitors; 0.2% of 360,000 active; AID 720542, 2013;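 further: potency means the concentration at half of the fitted maximal effect; 0% = vehicle wells and -100% = peptide control; nearly all actives have a fitted effect of over 45% in size; some results filed as inactive show a strong effect at the top dose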
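AMA1 (3D7) with his tag at 25 nM final met compounds first, then biotinylated RON2 peptide at 25 nM; detection used donor plus acceptor beads, 10 µg/mL apiece, read by AlphaScreen after 30 min at room temperature.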
Tb PYK inh – qHTS of Trypanosoma Brucei Inhibitors; TbPYK enzyme, Kinase-Glo Plus ATP luminescence, 45 min; 0.12% of 410,000 active; pyruvate kinase (Trypanosoma brucei), Q57TT1; Potency, µM (top dose mostly 76.8 µM), inactives show top-dose activity, negative = inhibition, most hits filed as inhibitors; AID 624173, 2012; further: potency means the concentration at half of the fitted maximal effect; nearly all actives have a fitted effect of over 50% in size
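Luminescent Kinase-Glo Plus end-point after 45 min room-temperature reaction of T. brucei pyruvate kinase started with 130 uM ADP (final). Buffer TEA 50 mM pH 7.2 with KCl, MgCl2, BSA, Tween-20; titration-based qHTS with fitted concentration-effect curves.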
LmPK inh – qHTS Assay for Inhibitors of Leishmania Mexicana Pyruvate Kinase (LmPK); Q27686; purified LmPK, Kinase-Glo ATP luminescence, 1 h; Potency, µM (titrated, usually from 57.5 µM), for the others: top-dose activity change, negative = inhibition, hits mostly inhibitors; 0.37% of 290,000 active; AID 1721, 2009; further: potency means the concentration at half of the fitted maximal effect
Target sequence (Q27686 whole entry, looked up): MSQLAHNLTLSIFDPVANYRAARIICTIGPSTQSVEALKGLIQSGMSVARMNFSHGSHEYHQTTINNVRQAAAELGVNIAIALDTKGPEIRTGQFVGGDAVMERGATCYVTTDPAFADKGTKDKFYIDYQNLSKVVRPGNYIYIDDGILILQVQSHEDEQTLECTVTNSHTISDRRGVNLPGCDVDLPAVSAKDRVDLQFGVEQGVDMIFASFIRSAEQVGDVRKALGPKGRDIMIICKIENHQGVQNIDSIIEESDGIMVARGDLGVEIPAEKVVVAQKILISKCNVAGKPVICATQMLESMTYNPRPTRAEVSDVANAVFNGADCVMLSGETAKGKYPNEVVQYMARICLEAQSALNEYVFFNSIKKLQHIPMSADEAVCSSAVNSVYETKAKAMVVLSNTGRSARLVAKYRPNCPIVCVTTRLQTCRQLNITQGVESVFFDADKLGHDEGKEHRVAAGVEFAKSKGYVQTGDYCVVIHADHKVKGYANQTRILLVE
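ATP generated from ADP (0.1 mM) and PEP (0.5 mM) by 0.1 nM LmPK over 1 h at room temperature (pH 7.2 imidazole buffer) was detected by coupled luciferase luminescence. Values were normalized to uninhibited and no-enzyme wells.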
AmpC detergent – qHTS Inhibitors of AmpC Beta-Lactamase (assay with detergent). 0.041% of 370,000 active. Potency, µM (doses to about 114 µM), for the others: top-dose activity change, negative = inhibition, actives largely listed as inhibitors. AmpC hydrolysis of nitrocefin, absorbance 480 nm, 0.01% Triton. P00811;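 further: potency means the concentration at half of the fitted maximal effect; 0% = no-compound wells and -100% = no-enzyme wells; nearly all actives have a fitted effect of over 25% in size; some results filed as inactive show a strong effect at the top dose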
Target sequence (P00811 whole entry, looked up): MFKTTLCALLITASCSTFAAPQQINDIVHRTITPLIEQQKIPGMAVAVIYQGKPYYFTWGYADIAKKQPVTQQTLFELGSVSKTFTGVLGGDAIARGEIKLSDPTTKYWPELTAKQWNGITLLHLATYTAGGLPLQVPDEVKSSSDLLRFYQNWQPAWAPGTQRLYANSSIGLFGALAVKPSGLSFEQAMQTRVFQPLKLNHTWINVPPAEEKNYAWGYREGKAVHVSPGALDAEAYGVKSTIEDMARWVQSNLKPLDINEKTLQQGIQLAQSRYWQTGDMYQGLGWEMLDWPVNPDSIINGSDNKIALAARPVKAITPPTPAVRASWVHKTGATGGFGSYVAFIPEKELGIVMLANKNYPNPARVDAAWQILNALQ
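AmpC (5.3 nM in the dispensed reagent) in 20 mM phosphate pH 7.0 with 0.01% (detergent screen) or 0.0001% Triton X-100 was preincubated with compounds for 15 min at room temperature. Nitrocefin was then added from an 800 uM solution, and hydrolysis was followed at 480 nm.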
HCMV antiviral – qHTS Assay for inhibitors of the human cytomegalovirus (HCMV) | HFF cells, HCMV-luciferase reporter, 72 h; hits give low values | activity change, negative = inhibition, % at 57.5 µM | 4.5% of 410,000 active; in the data active means activity change below about -60%; inconclusive means no clear call, values can overlap the other calls; inactive means above about -39%
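HFF cells seeded 16 h at 37C, treated with compounds, infected with luciferase-reporter HCMV at MOI 1 PFU/cell; luciferase read at 72 h post infection, normalized to buffer-only and Salinomycin controls.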
Sm TGR block – qHTS Assay for the Inhibitors of Schistosoma Mansoni Peroxiredoxins. purified TGR, DTNB reduction, TNB absorbance 405 nm. Schistosoma mansoni thioredoxin glutathione reductase (TGR), Q962Y6. 3% of 360,000 active. Potency, µM (doses to about 114 µM), for inactives: at the highest dose activity change, negative = inhibition, hits mostly inhibitors. AID 485364, 2010; further: potency means the concentration at half of the fitted maximal effect; nearly all actives have a fitted effect of over 60% in size
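TGR 20 nM + NADPH 100 uM (dispensed conc.), cpd preinc 15 min RT; start with NADPH (500 uM addition) then DTNB (15 mM addition). Kinetic TNB absorbance, 405 nm filter. Four-parameter Hill fit across titration.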
AmpC no deterg – qHTS Inhibitors of AmpC Beta-Lactamase (assay without detergent); P00811; AmpC nitrocefin hydrolysis, absorbance 480 nm, 0.0001% Triton; Potency, µM (doses to about 57.1 µM), without a hit: top-dose activity change, negative = inhibition, actives largely listed as inhibitors; 0.52% of 330,000 active; AID 485341, 2010;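 further: potency means the concentration at half of the fitted maximal effect; plate controls were no compound for no effect and no enzyme for full effect; nearly all actives have a fitted effect of over 20% in size; some results filed as inactive show a strong effect at the top dose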
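20 mM phosphate pH 7.0 + 0.01% (detergent screen) or 0.0001% Triton X-100; 5.3 nM AmpC reagent; cpd preinc 15 min RT; nitrocefin (800 uM stock) to start; A480 q20 s × 4 min; Activity was normalised to no-enzyme and no-compound control wells.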
An asterisk follows results filed as active; ? = inconclusive; / = no result given; & = joins results of further samples; ! = not active in a repeat; [ ] = another dose, or the depositor's remark. Unless noted, the call rests on the fitted dose curve; in most records, active means well fitted curve in the direction sought with a large enough effect; inconclusive means small, poorly fitted or top-dose-only effect, or another doubt; inactive means no such curve, though single readings can be large; an effect the other way counts as inactive or inconclusive. Unless noted, on the % scale 0 is the no-effect control and ±100 the full control effect.

Structure	Sm TGR block	AMA1 RON2 block	AmpC no deterg	Tb PYK inh	LmPK inh	AmpC detergent	HCMV antiviral
COc1ccc(NC(=S)N2CCC(N(C)CC3CCCO3)CC2)cc1 (stereo not given)	-11%	-2%	-22%	-4%	-1%	0%	-38
CC(C)(C)c1nc(SCC(=O)NCc2ccco2)c2ccccc2n1	-23%	-24%	7%	-10%	4%	?	-88*
N#Cc1ccc(-c2ccccc2)nc1SCCN1CCOCC1	1%	-26%	75%[activator]	-4%	0%	-8%	7
COCC(=O)Oc1c(S(=O)(=O)c2ccccc2)c(C)nn1C(C)(C)C	?	3%	-8%	3%	1%	6%	17
O=C(Cc1cccc2ccccc12)NCC(=O)Nc1ccccc1F	3%	-2%	-28%	-5%	-11%	3%	40
O=C(OCc1ccccc1)/C(=C/c1cccc2ccccc12)NC(=O)c1ccccc1	5%	-15%	-29%	0%	-2%	-10%	-10
CC1CNCCN1S(=O)(=O)c1cccc2cnccc12 (stereo not given)	3%&-12%	-4%&-2%	-17%&-20%	1%&-2%	-9%	-7%&-6%	-64*!
CC1=C(C(=O)Nc2ccc(C)cc2C)C(c2ccc(Br)cc2)n2ncc(C(=O)Nc3cccc(C)c3)c2N1 (stereo not given)	10%	/	/	14%	/	16%	-1
CCN(Cc1ccccc1)C(=O)CC(=O)N(CC)Cc1ccccc1	3%	-13%	37%	5%	-6%	3%	-38
CC(OC(=O)Cn1cnc2c1c(=O)n(C)c(=O)n2C)C(=O)NC1CCCCC1C (stereo not given)	-5%	20%	-4%	2%	/	-22%	1
COCCn1c(SCC(=O)Nc2cccc(OC)c2)nc2c(oc3ccccc32)c1=O	-4%	-4%	28%	3%	1%	6%	-26
Cc1c(C)n(CCN(C)C)c2ncnc(NCc3ccccc3)c12	13%	0%	18%	5%	-1%	7%	-20
Cc1cc(C)cc(NC(=S)N(Cc2ccc(Cl)cc2)Cc2ccc(C(=O)O)cc2)c1	0%	11%	-17%	-20%	-3%	-5%	-27
CC(=O)n1cc([C@H]2C=C(C(=O)N3CCN(Cc4ccc5c(c4)OCO5)CC3)O[C@@H](OCCCCO)C2)c2ccccc21	?	-9%	194%[activator]	1%	6%	-4%	-13
CCCCCNC(=O)c1cc(S(=O)(=O)N2CCCC2)ccc1F	1%	20%	-7%	1%	-4%	-10%	-16
COc1cc(C(=O)N/C(=C\c2cn(S(=O)(=O)N(C)C)c3ccccc23)C(=O)N2CCCC2)cc(OC)c1OC	-16%	12%	139%[activator]	-1%	-1%	-11%	106
CC(C)N1C(=O)CCC1C(=O)NCCc1ccc(Cl)cc1 (stereo not given)	0%	-2%	-8%	0%	0%	-5%	30
COc1ccc2nc(NC(=O)CSc3nc4ccccc4o3)sc2c1	-8%	-3%	31%	6%	-1%	-9%	-21
CCOC(=O)c1ccc(Oc2nc(NC)nc(SC)n2)cc1	-18%	-6%	-22%	-3%	-1%	-6%	-17
COC(=O)c1sc(NC(=S)NC(=O)c2ccccc2F)nc1C	-2%	-2%	-13%	4%	-1%	8%	-30

(next part)
Structure	Sm TGR block	AMA1 RON2 block	AmpC no deterg	Tb PYK inh	LmPK inh	AmpC detergent	HCMV antiviral
CC(=O)Nc1cc(N2C(=O)CCC2=O)ccc1Cl	0%	-4%[2.32 µM]	-4%	1%	-3%	0%	39
Cc1nc2ccccn2c1C(=O)N/N=C/c1ccccc1Cl	11%	16%	-7%	9%	-9%	-3%	6
O=C1CSc2ccc(S(=O)(=O)NCc3ccc(Cl)cc3)cc2N1	3%	-4%	-42%	1%	1%	-2%	38
CCC(C(=O)N(C(C)C)C(C)C)c1ccccc1 (stereo not given)	6%	4%	-9%	-1%	/	1%	9
O=C(O)c1cc2cccc(S(=O)(=O)N3CCOCC3)c2cc1O	-28%	1%	-8%	5%	-8%	-1%	15
Cc1ccc(-c2noc(CCC(=O)NCCN3CCOCC3)n2)cc1	1%	9%	1%	-10%	-4%	-10%	-10
O=C(CCC1N=C2c3ccccc3N=C(SCc3cccc(F)c3)N2C1=O)NCc1ccc(F)cc1 (stereo not given)	-1%	/	/	2%	/	-8%	-4
Cc1ccc(OCC(=O)NCc2ccccn2)cc1	0%	84%[activator]	-10%	-1%	1%	-13%	-8
COc1cccc(OC)c1OCCCc1c(C)n[nH]c1C	17%	22%	-1%	1%	0%	?	18
Cc1cccc(C(C)C)c1NC(=O)c1cc2ccccc2o1	?	13%	-19%	-2%	1%	-3%	20
CCOC(=O)Cc1ccc(NC(=O)c2ccc([N+](=O)[O-])cc2)cc1	10%	-2%	-13%	4%	2%	1%	-33
Cc1ccc(-c2noc(CCCC(=O)NCC3CCCO3)n2)cc1 (stereo not given)	6%	6%	-5%	2%	0%	3%	?
Cc1cc(NC(=O)Cn2c(=O)nc(-c3ccccc3F)c3cc(Cl)ccc32)ccc1Br	-12%	/	/	8%	/	-6%	-1
O=C1c2sc3nc4ccccc4n3c2C(=O)N1c1ccccc1Cl	?	32%[activator]	-53%	?	-12%	?	-13
COCCCNC(=O)c1cc(C(=O)c2c(-c3c(Cl)cccc3Cl)noc2C)c[nH]1	5%	-4%	-2%	-4%	10%	?	19
Cc1ccc(-c2nc3ccccc3[nH]2)cc1NC(=O)c1ccc2c(c1)OCO2	16%	-7%	-40%	-2%	3%	1%	-9
O=C(CSc1nnc(Cc2ccccc2)o1)c1ccccc1	0%[57.1 µM]	24%	-13%	-4%	-2%	-10%	-16
O=C(CN1CCC(Cc2ccccc2)CC1)N1CCc2ccccc2C1	4%	2%	10%	5%	-1%	1%	-31
Cc1cc2c(C)c(C)c(=O)[nH]c2cc1N	-2%	-8%	-13%	-2%	-3%	0%	83
COc1ccc(NC(=O)C2CCN(S(=O)(=O)c3c(C)noc3/C=C/c3ccc(C)cc3)CC2)cc1Cl	2%	/	/	6%	/	35%[activator]	5

Later entries
Structure	Sm TGR block	AMA1 RON2 block	AmpC no deterg	Tb PYK inh	LmPK inh	AmpC detergent	HCMV antiviral
O=C1C2C3c4ccccc4C(c4ccccc43)C2C(=O)N1c1nc(-c2ccccc2)cs1 (stereo not given)	-17%	-15%	-40%	1%	7%	?	-26
Cc1ccc(-c2ncns2)cc1	-7%	5%	65%[activator]	4%	-7%	0%	18
COC(C[C@H](O)CC(=O)COCc1ccccc1)OC	0%	7%	-16%	-5%	-4%	-13%	1
CC(Sc1ccccc1)C(=O)NN=C1CCCC1 (stereo not given)	-4%	5%	-24%	5%	0%	2%	0
CCCCOc1ccc(S(=O)(=O)n2c(C)nc3ccccc32)cc1	-1%	8%	-25%	-17%	1%	-2%	1
CCOC(=O)CCC(=O)NNC(=O)COc1ccc(C(C)C)cc1Br	-2%	119%[activator]	-6%[2.29 µM]	-7%	0%	?	13
Cc1ccc2c(c1)nnn2C1CCN(C(=O)NCc2ccccc2)CC1	-6%	15%	-6%	-6%	0%	-10%	-10
COc1ccc(C)cc1NS(=O)(=O)c1ccc(Br)s1	-24%	4%	-24%	6%	4%	-11%	8
CC1CCN(C(=O)CSc2nc3c([nH]c4ccccc43)c(=O)n2-c2ccccc2)CC1	1%	/	/	2%	/	4%	16
Cc1ccc(C(=O)O/N=C(\N)c2ccccn2)cc1Cl	3%	39%[activator]	5%	-4%	-9%	-10%	166
COc1ccc(CNC(=O)CN2C(=O)C(c3ccccc3)Oc3cccnc32)cc1 (stereo not given)	1%	25%	-20%	2%	-3%	?	-1
CCCS(=O)(=O)N1CC(=O)N(c2ccc(C)cc2)C(C)(C(=O)NC2CCCCCC2)C1 (stereo not given)	7%	/	/	7%[15.4 µM]	/	17%	0
O=S1(=O)CC(N2CCCC2)CN1C1CCCCC1 (stereo not given)	/	24%	/	2%	/	/	-20
CCN(CC)CCCC(C)Nc1c2ccc(Cl)cc2nc2ccc(OC)cc12 (stereo not given)	?	/	-10%	/	1%	-3%	/
COc1cccc(NC(=O)CCNS(=O)(=O)c2ccc3c(c2)oc(=O)n3C)c1	-13%&-3%	16%	-15%	0%&1%	2%	-7%&4%	-14&2
Cc1noc(C)c1CSCC(=O)Nc1nc2ccccc2s1	1%	-4%	-29%	1%	-6%	?	53
CCc1ccccc1NC(=S)N(CCN1CCOCC1)Cc1ccccc1F	39%	-12%	43%	1%	14%	6%	-8
O=C1CN(C(=O)CNC(=O)c2cccc(Cl)c2)c2ccccc2N1	2%	-4%	-20%	-3%	-5%	-6%	?
N#Cc1ccccc1OCC(=O)N(Cc1nnc(-c2ccccc2Cl)o1)C1CC1	9%	-4%	-12%	3%	/	-16%	-2
CCOC(=O)c1c(-c2ccc(C)cc2)csc1NC(=O)c1ccc(C(C)(C)C)cc1	0%	/	/	2%	/	-3%	-7
Cc1ccc(SCC(=O)OC(C)C(=O)NCc2ccccc2)cc1 (stereo not given)	6%	-5%	1%	11%	/	1%	-5
CC1(C)NC(=O)NC2(C)NC(=O)NC(C)(C)C12 (stereo not given)	4%	-15%	-9%	-5%	4%	?	26
CCN(CC)S(=O)(=O)c1ccc(C(=O)Nc2nnc(CSC)o2)cc1	3%	18%	-34%	6%	2%	?	-22

A draw from above in order of number of heavy atoms, rising:
Structure	Sm TGR block	AMA1 RON2 block	AmpC no deterg	Tb PYK inh	LmPK inh	AmpC detergent	HCMV antiviral
O=S1(=O)CC(N2CCCC2)CN1C1CCCCC1 (stereo not given)	/	24%	/	2%	/	/	-20
COc1ccc(C)cc1NS(=O)(=O)c1ccc(Br)s1	-24%	4%	-24%	6%	4%	-11%	8
Cc1ccc2c(c1)nnn2C1CCN(C(=O)NCc2ccccc2)CC1	-6%	15%	-6%	-6%	0%	-10%	-10
CCN(CC)CCCC(C)Nc1c2ccc(Cl)cc2nc2ccc(OC)cc12 (stereo not given)	?	/	-10%	/	1%	-3%	/

Screening results deposited in PubChem BioAssay by National Center for Advancing Translational Sciences (NCATS).
